# Bioassay records: PubChem, The Scripps Research Institute Molecular Screening Center
# phage Ecoli inh: E. coli growth loss with phage present; inhibition, % at 11.9 µM; hit rate 0.26% among 360,000; growth absorbance; AID 651602; in the data active = inhibition above about 11%
# * marks the source's active call; other numbers are inactive results. An excerpt; count on the stated rates, not on these rows.
SMILES,phage Ecoli inh
Cn1c(NCCc2ccncc2)nc2cc(-c3cccc(Cl)c3)sc2c1=O,-1.0
CC(=O)Nc1cncc(-c2cnn(CC(C)C)c2)n1,8.3
COC(=O)CC#C[C@@H](C)[C@H](NS(=O)(=O)c1ccc(C)cc1)C(C)(C)C,2.1
CCOC(=O)C1=CCN(S(=O)(=O)c2ccc(Br)cc2)C1c1ccc(Br)cc1 (centres undefined),4.5
Cc1cc(NC(=O)c2ccc3sc([C@@H]4O[C@H](CO)[C@H](O)[C@H](O)[C@H]4O)nc3c2)no1,4.1
Cn1c(=O)c2c(-c3ccccc3)n(-c3ccccc3Br)cc2n(C)c1=O,0.6
C=CCN=C1NC(c2ccccc2C(F)(F)F)C(C(=O)OC)=C(C)N1Cc1ccccc1C(F)(F)F (centres undefined),4.4
CCOC(=O)[C@]12CCCC=C1N(Cc1ccc(Cl)cc1Cl)C(=O)[C@H](CC(=O)N1CCCCC1)C2,1.0
CCCCC[C@@H](C)N1C[C@H](COCc2ccccc2)Oc2cc(N3CC[C@@H](N(C)C)C3)ccc2S1(=O)=O,1.0
CC(C)(C)c1ccc(CC(=O)N2CCC2(C)C(=O)NS(=O)(=O)c2cccs2)cc1 (centres undefined),1.3
O=C(NCc1cc(Cl)cc(Cl)c1)c1ccc2nc([C@H]3C[C@H](O)[C@@H](CO)O3)[nH]c2c1,-0.3
COc1ccc(-c2ccc(C(=O)NCCN(C)C)c3occc23)c(C)c1,1.6
Cc1c(C(=O)NCc2ccc3c(c2)OCCO3)sc(=O)n1Cc1ccccc1F,0.3
COC(=O)[C@@]12C[C@@H](CC(=O)N3CCSCC3)C(=O)N(Cc3ccc4c(c3)OCO4)C1=CCC(C)(C)C2,0.0
COc1ccc(-n2nnnc2C2c3ccccc3C(=O)N2C2CCN(Cc3ccccc3)CC2)cc1 (centres undefined),-0.5
CO[C@H]1CN(C)C(=O)c2ccc(NC(=O)NC(C)C)cc2OC[C@H](C)NC[C@H]1C,3.3
CN(C)CCN(Cc1ccccc1)C(c1ccnc2ccccc12)c1nnnn1-c1ccc2c(c1)OCCO2 (centres undefined),-0.5
COc1ccc(NC(=O)C2(C)Cc3c(-c4cccc(C(F)(F)F)c4)ccnc3O2)cn1 (centres undefined),0.7
COc1ccc(C=C2SC(=S)N(CCCC(=O)Nc3ccc(C(=O)O)c(O)c3)C2=O)cc1OC,0.0
CCNC(=O)c1cc2c(c(-c3cccc(-c4cccc(C(=O)N(C)C)c4)c3)n1)[C@H](CCO)N(S(=O)C(C)(C)C)C2 (some centres undefined),0.9
C#CCN1CC(COc2ccccc2)Oc2cccc(Oc3ccc(C(C)C)cc3)c2S1(=O)=O (centres undefined),2.5
Cc1ccc(NC(=O)CCC(=O)NN=Cc2ccc(C)o2)c(C)c1,0.2
CCc1ccc2cc3c(cc2n1)C(=O)c1ccccc1-3,0.5
COc1ccc(S(=O)(=O)N2CCC3CC2c2cc(-c4ccc5c(c4)OCO5)ccc23)cc1 (centres undefined),2.5
O=C(NCCc1c[nH]c2ccccc12)c1[nH]c(C(F)(F)F)nc1-c1ccccc1,3.1

# Gathered by group, those above containing an NH in an aromatic ring.
SMILES,phage Ecoli inh
O=C(NCc1cc(Cl)cc(Cl)c1)c1ccc2nc([C@H]3C[C@H](O)[C@@H](CO)O3)[nH]c2c1,-0.3
O=C(NCCc1c[nH]c2ccccc12)c1[nH]c(C(F)(F)F)nc1-c1ccccc1,3.1

# New compounds follow
SMILES,phage Ecoli inh
CC(C)CNc1ccc2c(c1)OC[C@H](C)NS2(=O)=O,1.0
CC(C(=O)NC1CCCC1)n1c(C2CCCC2)nc2ccccc21 (centres undefined),2.4
C=CCN=C1NC(CCc2ccccc2)C(C(=O)OC)=C(C)N1Cc1ccccc1C(F)(F)F (centres undefined),4.6
N#Cc1ccc(OCC(=O)N[C@@H](Cc2ccccc2)c2nc3ccccc3[nH]2)cc1,3.1
CCOC(=O)C1=CCC(c2ccc(CC)cc2)N(S(=O)(=O)c2ccc(C)cc2)C1 (centres undefined),3.4
COCCCN1C(=O)C(CC(=O)NCCCN(C)C)CC(C(=O)N2CCOCC2)=C1C (centres undefined),2.4
O=C(NCC(F)(F)F)c1csc([C@@H]2O[C@H](CO)[C@H](O)[C@H](O)[C@H]2O)n1,2.1
COc1ccccc1C=C(C(=O)c1ccccc1)c1ccccc1,2.2
COc1ccc(C(=O)C(=O)N2CCN(C(=O)OCc3ccccc3)CC2)cc1,3.2
CN1C(=O)[C@@]2(O[C@H]3c4ccccc4C=CN3C3=C2C(=O)CCC3)c2ccccc21,4.0
CCc1nc2ccc(C(=O)NCCOc3ccc(OC)cc3)cn2c1N(C)Cc1ccc(N(C)C)cc1,3.1
Cc1cc(C)n(CCNC(=O)[C@@H](Cc2ccccc2)NC(=O)[C@H]2O[C@@H](n3ccc(=O)[nH]c3=O)[C@H](O)[C@@H]2O)n1,1.1
COC(=O)C[C@@H]1C=C[C@H](NC(=O)c2ccccc2)[C@@H](CO)O1,1.2
COc1ccc(CC(N)c2csc(NC(=O)Nc3ccccc3-c3ccccc3)n2)cc1 (centres undefined),-0.9
CCCCNC(=O)C1(C)CCN1C(=O)CSc1ccccc1 (centres undefined),1.2
O=[N+]([O-])c1ccc(C=Nc2ccccc2)cc1,0.2
CCNC(=O)N1CCN(c2ccc(N3CCN(Cc4ccccc4)[C@H](C)C3)c(C)c2)[C@@H](C)C1,2.7
COC(=O)c1ccc(CN2C(=O)[C@]3(OCCC=C[C@H]3C)c3c(Br)cccc32)cc1,1.6
COc1ccc(C(C)=O)cc1CSC(=S)N1CCSCC1,0.6
OC(Cc1cccc(Br)c1)c1ncc(-c2cccc(C(F)(F)F)c2)[nH]1 (centres undefined),2.2
COc1ccc(Cc2c(C3CCCCC3)nc3c(C)cc(Br)cn23)c(C)c1,-0.2
Cc1cc2c(nc1C)CCCN2Cc1ccccn1,1.6
CCCS(=O)(=O)NC(=O)C1(C)CCN(C(=O)c2ccccc2OC)C1 (centres undefined),-0.1
Cc1cccc(-c2cccc3[nH]c4c(c23)CCN2C(=O)[C@H]3[C@H](C)ON(C)[C@H]3C[C@@H]42)c1,2.1
NC(=O)C[C@@H]1NC(=O)c2cc([N+](=O)[O-])cc(F)c2NCCCC[C@@H](C(N)=O)NC(=O)[C@H](CO)NC1=O,-3.2
# Carrying on:
SMILES,phage Ecoli inh
CCCCn1nnnc1C1(C)CCC(=O)N1CCCn1ccnc1 (centres undefined),1.6
C[C@H](c1ccccc1)N1C[C@@H](COCc2ccccc2)Oc2cc(N3CCC[C@H]3CO)ccc2S1(=O)=O,2.4
COC(=O)c1cnc(Nc2nc(C(N)Cc3ccc(OC)cc3)cs2)nc1C(F)(F)F (centres undefined),-2.6
COc1ccc(-c2cc3nc(NCCCN(C)C)n(C)c(=O)c3s2)cc1OC,1.9
CC(C)(C)n1nnnc1C(c1cc2ccccc2o1)N1CCOCC1 (centres undefined),0.6
C[C@H](O)[C@@H]1CN2CCc3c([nH]c4ccccc34)[C@@H]2C[C@@H]1N(C)CC1CCCCC1,5.7
COc1ccc(OCCN2CCC(C(=O)NC(c3ccc(Cl)cc3)c3cnccn3)CC2)cc1 (centres undefined),1.7
O=c1cc(CN2CCCC2)c2ccccc2o1,0.6
CC1(C)OC(=O)C2=C(C[C@@H](CCc3ccccc3)O[C@@H]2c2ccc(F)cc2)O1,3.6
CCOC(=O)C1=CCN(S(=O)(=O)c2ccc(C)cc2)[C@H]1c1ccccc1Cl,0.1
CCCCNC(=O)c1nc(C2CCN(S(=O)(=O)c3cccc(C(F)(F)F)c3)CC2)oc1-c1cccc(C(F)(F)F)c1,2.5
CC(C)C[C@H]1CNC(=O)C(=O)N1C[C@@H]1CCCN1C[C@H](Cc1ccc(O)cc1)N1C[C@H](Cc2ccccc2)N(CC2CCCCC2)C(=O)C1=O,1.0
CC1=C(C(=O)N2CCCCCC2)CC(CC(=O)NCCN2CCOCC2)C(=O)N1Cc1ccc(C(C)(C)C)cc1 (centres undefined),1.0
COC(=O)c1ccc2nc(-c3ccc(F)cc3)c(Cc3ccccc3C(F)(F)F)n2c1,-0.6
COc1ccccc1-c1cc(NC(C)=O)c2ncc(-c3ccccc3)n2c1,4.5
C[C@H](CO)N1C[C@H](C)[C@H](CN(C)C(=O)Nc2ccc3c(c2)OCO3)OCc2cnnn2CCCC1=O,1.8
Cc1ccc(F)c(S(=O)(=O)NC(=O)C2(C)CCN2C(=O)CCc2ccccc2)c1 (centres undefined),-1.9
COC(=O)[C@]12C[C@H](CC(=O)NCCc3ccccc3OC)C(=O)N(Cc3ccc4c(c3)OCO4)C1=C[C@H](C(C)(C)C)O[C@@H]2C,1.5
CCc1nc2c(OCc3ccc(Cl)cc3Cl)cccn2c1N(C)C(=O)c1ccccc1F,2.3
O=C(NCc1ccccc1)C1Cc2c(-c3cccc(F)c3)ccnc2O1 (centres undefined),9.3
OCCN1CCN(c2ncnc3c2ncn3[C@H]2CN(Cc3ccc4c(c3)OCO4)C[C@@H](CO)O2)CC1,0.8
COC(=O)[C@H](Cc1ccccc1)N[C@H](c1ccc(OC)cc1)[C@@H](O)Cc1ccccc1,-0.5
NC(Cc1ccc(C(F)(F)F)cc1)c1csc(NC(=O)Nc2ccccc2Cc2ccccc2)n1 (centres undefined),3.9
COC(=O)C[C@H]1C=C[C@@H](NC(=O)Nc2cccc(OC)c2)[C@@H](CO)O1,2.6
COc1ccc(-c2nc3c4ccccc4ccn3c2Cc2ccc(C)cc2)cc1OC,1.4
# (listing goes on)
SMILES,phage Ecoli inh
CC1(C(=O)NCc2ccccc2)CSCC(=O)N1Cc1cccc(F)c1 (centres undefined),1.9
O=S1(=O)CC(N2CCC(c3ccccc3)CC2)CN1Cc1cn(Cc2ccc(C(F)(F)F)cc2)nn1 (centres undefined),-0.4
Cc1ccccc1S(=O)(=O)NC(=O)C1(C)CCN1C(=O)c1ccccc1CCc1ccccc1 (centres undefined),5.7
CC(=O)OCC(=O)C1(O)CCC2C3CC(C)C4=CC(=O)C=CC4(C)C3C(O)CC21C (centres undefined),3.2
O=C(Nc1ccc(Cl)cc1)c1csc([C@H]2C[C@H](O)[C@@H](CO)O2)n1,-0.2
CCCCn1nnnc1C(c1cc2ccccc2o1)N(C)CCc1ccccc1 (centres undefined),4.9
O=C(c1ccccc1)C12COc3ccccc3C1ON=C2c1ccccc1 (centres undefined),-0.5
CCOc1ccc(CCN2C(=O)C(=O)N([C@@H](CC(C)C)CN3CCC[C@H]3CN3C(=O)C(=O)NC[C@@H]3Cc3ccccc3)C[C@@H]2Cc2ccccc2)cc1,6.1
CC1(C(=O)NS(=O)(=O)c2cccs2)CCN1C(=O)C1(c2ccccc2)CCCC1 (centres undefined),3.6
CN(C)C(=O)c1cc2c(c(-c3cccc(C4=CCCCC4)c3)n1)[C@@H](CCO)N(S(=O)C(C)(C)C)C2 (some centres undefined),1.6
Cc1cc(O)cc(=O)n1-c1cc(F)c(F)c(F)c1,2.8
Cc1ccccc1-c1cc2nc(NCc3ccccc3)n(C)c(=O)c2s1,-0.8
O=C(Nc1cccc(Cl)c1)Nc1nnc([C@H]2C[C@H](O)[C@@H](CO)O2)s1,1.9
CCCCC(c1nc2ccccc2[nH]1)N(C(=O)c1ccccc1)c1ccccc1[N+](=O)[O-] (centres undefined),1.6
CC(=O)C1=CCC(c2ccccc2)N(S(=O)(=O)c2ccc(C)cc2)C1 (centres undefined),-1.0
COC(=O)[C@@]12C[C@@H](CC(=O)NCc3ccc(OC)c(OC)c3)C(=O)N(Cc3ccco3)C1=CCC(C)(C)C2,0.3
CC1(Cc2cc(Cl)ccc2C(F)(F)F)C(=O)Nc2ccc(S(=O)(=O)NC3CCCCC3)cc21 (centres undefined),2.2
CCCCNC(=O)C[C@@H]1C[C@@]2(C(=O)OC)CCCCC=C2N(CCc2ccc(OC)c(OC)c2)C1=O,2.7
Cn1c(=O)c2cc(NC(=O)CCc3ccc4c(c3)OCO4)ccc2n1Cc1ccc(F)cc1,2.4
CCc1ccc2c(c1)NC(=O)C2(C)Cc1ccc(F)cc1 (centres undefined),0.9
O=C(Nc1ccc(Cl)cc1)c1csc([C@@H]2O[C@H](CO)[C@H](O)[C@H](O)[C@H]2O)n1,1.4
CC1CCCN(C(=O)Nc2ccc([N+](=O)[O-])cc2)C1 (centres undefined),4.3
CCCCNC(=O)C[C@@H]1C[C@@]2(C(=O)OC)CC(C)(C)CC=C2N(Cc2ccco2)C1=O,1.9
COc1cc2c(c(O)c1OC)C1Cc3ccc(OC)c(OC)c3CN1CC2 (centres undefined),2.9
Nc1nc(CSc2nnnn2-c2ccccc2)nc(Nc2ccccc2)n1,0.8
O=C(C=CC(=O)Nc1ccc(F)cc1F)Nc1ccc(F)cc1F,0.5
CCOC(=O)N[C@H](C(=O)N1CCC[C@H]1C(=O)NCc1ccccc1)C(C)C,2.2
COc1ccccc1C(C(=O)c1ccccc1)c1ccc2ccccc2c1 (centres undefined),1.6
CC1(C(=O)Nc2ccc3c(c2)OCO3)Cc2c(-c3cccc(C(N)=O)c3)ccnc2O1 (centres undefined),0.8
Cc1cccc(COC[C@H](CC(C)C)N2CCN(C(=O)c3ccc(C(F)(F)F)cc3)CCC2=O)c1,2.2

# Part of the list above, field by field:
O=C(NCc1cc(Cl)cc(Cl)c1)c1ccc2nc([C@H]3C[C@H](O)[C@@H](CO)O3)[nH]c2c1
  phage Ecoli inh = -0.3

COc1ccc(-c2ccc(C(=O)NCCN(C)C)c3occc23)c(C)c1
  phage Ecoli inh = 1.6

Cc1c(C(=O)NCc2ccc3c(c2)OCCO3)sc(=O)n1Cc1ccccc1F
  phage Ecoli inh = 0.3

# An excerpt of these results, with bars between the fields:
SMILES | phage Ecoli inh
O=C(Nc1cccc(Cl)c1)Nc1nnc([C@H]2C[C@H](O)[C@@H](CO)O2)s1 | 1.9
CCCCC(c1nc2ccccc2[nH]1)N(C(=O)c1ccccc1)c1ccccc1[N+](=O)[O-] (centres undefined) | 1.6
CC(=O)C1=CCC(c2ccccc2)N(S(=O)(=O)c2ccc(C)cc2)C1 (centres undefined) | -1.0
COC(=O)[C@@]12C[C@@H](CC(=O)NCc3ccc(OC)c(OC)c3)C(=O)N(Cc3ccco3)C1=CCC(C)(C)C2 | 0.3
CC1(Cc2cc(Cl)ccc2C(F)(F)F)C(=O)Nc2ccc(S(=O)(=O)NC3CCCCC3)cc21 (centres undefined) | 2.2
